Screening results from PubChem BioAssay.
Mtb BioA inh: M. tuberculosis BioA enzyme inhibitors, primary screen, biochemical, plate reader, single point, HTS | 7,8-diaminopelargonic acid synthase BioA (Mycobacterium tuberculosis) | purified M. tuberculosis BioA enzyme | inhibition, % at 9.99 µM | 360,000 compounds, 0.096% hits | AID 602481, 2012; in the data active means inhibition above about 40%
FadD28 binding: inhibitors of FadD28 bisubstrate probe binding, primary screen, biochemical, fluorescence polarization, single point; Mycobacterium tuberculosis FadD28 fatty-acid-AMP ligase; inhibition, % at 12.5 µM; 360,000 compounds, 0.22% hits; in the data active means inhibition above about 8.5%, passing the limit was not always enough
Y pestis TopoI: Yersinia pestis topoisomerase I inhibitors, primary screen, biochemical, cleavage product accumulation, plate reader, single point. activity, % at 10 µM. 360,000 compounds, 0.064% hits. Y. pestis Topo-I cleavage product accumulation; in the data active means activity above about 50%, passing the limit was not always enough; further: inactives centre near 2
TcdB GH inh: TcdB glycohydrolase inhibitors, primary screen, biochemical, single point, plate reader. AID 652162, 2013. Toxin B (Clostridioides difficile), P18177. TcdB glycohydrolase enzymatic assay. 350,000 compounds, 0.24% hits. inhibition, % at 9.99 µM; in the data active means inhibition above about 10%
Mtb UGM inh: M. tuberculosis UGM enzyme inhibitors, primary screen, biochemical, fluorescence polarization, single point; inhibition, % at 10 µM; purified UGM, fluorescence polarization probe displacement; 320,000 compounds, 0.06% hits; AID 504406, 2011; in the data active means inhibition above about 10%, passing the limit was not always enough
Target sequence (P9WIQ1 whole entry, looked up): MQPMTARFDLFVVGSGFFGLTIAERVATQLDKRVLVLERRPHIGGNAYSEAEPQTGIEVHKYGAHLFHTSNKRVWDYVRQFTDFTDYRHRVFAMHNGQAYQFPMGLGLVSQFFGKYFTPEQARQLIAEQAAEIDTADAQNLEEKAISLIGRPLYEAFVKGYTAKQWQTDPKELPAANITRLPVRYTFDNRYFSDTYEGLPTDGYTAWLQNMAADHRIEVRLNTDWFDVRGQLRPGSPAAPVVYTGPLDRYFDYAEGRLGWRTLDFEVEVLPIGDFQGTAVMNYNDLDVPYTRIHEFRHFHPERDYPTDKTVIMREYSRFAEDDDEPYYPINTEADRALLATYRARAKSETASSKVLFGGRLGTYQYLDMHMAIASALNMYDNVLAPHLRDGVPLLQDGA
Mtb FBA inh: Mtb FBA enzyme inhibitors, primary screen, biochemical, fluorescence, strain H37Rv. Fructose-bisphosphate aldolase (Mycobacterium tuberculosis (strain ATCC 25618 / H37Rv)), …. inhibition, % at 1 µM. purified M. tuberculosis FBA, fluorescence read-out. AID 588726, 2011. 360,000 compounds, 2.3% hits; in the data active means inhibition above about 27%;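 further: 0% = vehicle and 100% = reference inhibitor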
Target sequence (P9WQA3 whole entry, looked up): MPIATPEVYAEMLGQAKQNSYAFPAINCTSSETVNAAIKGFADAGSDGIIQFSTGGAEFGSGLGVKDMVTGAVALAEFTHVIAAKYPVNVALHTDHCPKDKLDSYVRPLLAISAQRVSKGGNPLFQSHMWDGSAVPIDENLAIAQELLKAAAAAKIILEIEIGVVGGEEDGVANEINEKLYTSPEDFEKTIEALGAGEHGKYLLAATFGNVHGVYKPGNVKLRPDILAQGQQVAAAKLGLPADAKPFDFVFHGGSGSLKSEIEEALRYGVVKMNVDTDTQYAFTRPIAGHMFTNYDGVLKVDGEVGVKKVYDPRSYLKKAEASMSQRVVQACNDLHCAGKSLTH
PfHsp40 rescue: rescue of yeast from PfHsp40 toxicity, primary screen, S. cerevisiae, ATP luminescence; S. cerevisiae expressing PfHsp40, growth rescue; growth rescue, % at 12.5 µM; 340,000 compounds, 0.68% hits; in the data active means growth rescue above about 28%, passing the limit was not always enough;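 further: yeast W303a lacking pdr1 and pdr3 grown in galactose medium; growth measured after three days at 30 °C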
GDH-TPI inh: GDH-TPI coupling enzyme inhibitors, primary screen, artefact control for M. tuberculosis FBA inhibitor project, biochemical, absorbance, full deck. GDH-TPI coupled enzyme counterscreen, NADH absorbance. inhibition, % at 4.8 µM. 360,000 compounds, 1.2% hits. AID 588335, 2011; in the data active means inhibition above about 30%;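 further: 0% = DMSO wells and 100% = wells lacking the enzyme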
BH1578 lux ind: inducers of Vibrio cholerae quorum light production without autoinducers, primary screen, BH1578 luxS cqsA deficient, single point; V. cholerae BH1578 lux reporter, luminescence, 6 h; activation, % at 18.7 µM; 350,000 compounds, 0.16% hits; in the data active means activation mostly above about 9.7%, no sharp cut-off; further: not every result past the cut was called active; inactives centre near 0; reference of the scale not given here
Starred values were filed as active, the others as inactive; i = inactive; . = not tested or not shown; & = joins results of further samples.

SMILES	Mtb BioA inh	FadD28 binding	Y pestis TopoI	TcdB GH inh	Mtb UGM inh	Mtb FBA inh	PfHsp40 rescue	GDH-TPI inh	BH1578 lux ind
COc1ccc(-c2nnc(SCC(=O)N/N=C/c3ccccc3C(=O)O)n2-c2ccccc2)cc1	.	-2.1	7	-8.5	-2.9	5	17	3	i
COC(=O)c1sccc1NC(=O)Cn1nnc(-c2ccc(C)cc2)n1	-3.1	-0.5	7	.	1.5	2	-1.1	5	-1.0
CN(C(=O)CCNC(=O)Cn1ccc2ccccc2c1=O)c1ccc(Br)cc1	3.2	-0.4	9	0.8	0.4	0	-0.6	2	-0.2
O=C(NC(=S)NNC(=O)c1cccs1)c1ccco1	-0.5	-1.3	3	.	-0.9	3	-1.1	-2	14
CCOC(=O)c1ccc(NC(=O)CSc2nnc(NC(=O)c3ccc(S(=O)(=O)N4CCOCC4)cc3)s2)cc1	-2.4	0.4	-4	.	.	0	-0.8	4	-0.2
CN(C)c1nc(N)c(C#N)c(C#N)c1C#N	.	0.0	4	-0.4	.	2	0.0	12	1.0
CCOc1ccc(/C=C/C(=O)Nc2ccc(N3CCOCC3)cc2)cc1	-2.1	0.8	-4	.	1.0	1	-2.0	18	i
COc1ccc(/C=C/C(=O)Oc2cccc(/C=N/NC(=O)Cc3ccc(Br)cc3)c2)cc1	-1.1	2.0	-1	0.5	0.1	3	0.7	8	-0.3
CCOc1ccc(S(=O)(=O)N2CCC(C(=O)N3CCN(C)CC3)CC2)cc1Cl	-5.5	.	-10	1.7	-1.4	5	0.9	7	-0.2
O=C(NCc1ccc2c(c1)OCO2)C1CCCN1C(=O)Nc1ccc(Cl)cc1 (configuration not stated)	-1.6	0.6	7	0.8	-0.1	-3	-0.2	-2	-0.2
Cc1ccc(S(=O)(=O)N(C)CCCC(=O)NC(C)(C)C)cc1	-1.6	-2.5	-9	1.2	-1.9	2	-1.1	-1	-0.2
CC1=CC(C)C(/C=N/N=C(N)N)C(C)C1 (configuration not stated)	-1.3	-2.0	5	1.3	-2.1	0	-1.3	4	-0.2
COc1cc(/C=N/NC(=S)Nc2cccc(S(=O)(=O)N(C)C)c2)cc(OC)c1O	-4.6	0.4	-14	-27	.	0	-0.9	14	-2.4
CCOC(=O)C1(C(=O)OCC)NC(=O)CC1CC (configuration not stated)	.	-0.6	-1	-0.3	.	3	-0.5	1	i
CC1CN(C(=O)CCC(=O)NCCc2ccccc2)c2ccccc2O1 (configuration not stated)	-0.3	-2.1	-7	-0.1	0.2	0	-0.5	0	-0.1
CC(=O)C1C(=O)c2c(cccc2[N+](=O)[O-])C1=Nc1ccc(S(N)(=O)=O)cc1 (configuration not stated)	.	-0.3	-1	-0.8	4.1	-6	0.4	3	i
O=c1[nH]c(=O)n(Cc2ccccc2)c(O)c1C=NCCCO	-1.0	-0.7	10	.	-2.5	2	-0.7	1	.
COC(=O)c1ccc(N2C(=O)CC(N3CCOCC3)C2=O)cc1 (configuration not stated)	0.3	-2.5	-13	.	-0.2	-1	1.1	3	i
CCc1ccc(NC(=O)CCc2nnc3ccc(N4CCC5(CC4)OCCO5)nn23)cc1	-3.2	-1.1	27	-0.4	1.4	-1	0.5	9	-0.1
Cc1ccccc1NS(=O)(=O)c1ccc2c3c(cccc13)C(=O)N2C	-0.1	-5.7	2	-0.1	2.6	-8	-0.3	-11	-0.2
CSc1ccccc1C(=O)Nc1ccc(C)c(C)c1	.	-0.5	8	.	3.5	4	1.1	0	-2.7
C[C@H](CO)N1C[C@H](C)[C@@H](CN(C)S(C)(=O)=O)Oc2ccc(NC(=O)Nc3ccc4c(c3)OCO4)cc2C1=O	0.0&-2.7	2.0	-8	-0.9&1.3	-3.3	6	-1.3	6	-0.5
CC1(C(=O)OCC(=O)NCCNC(=O)COC(=O)C2(C)CC2(Cl)Cl)CC1(Cl)Cl (configuration not stated)	-1.0	-3.7	8	1.5	3.6	-1	-0.3	0	i
NS(=O)(=O)c1ccc(NC(=S)Nc2ccc(Br)c(Cl)c2)cc1	2.0	-10	-22	0.7	1.0	1	-1.5	1	-0.4
CC(C)c1ccc(CN2C(=O)NC3(CCCCCC3)C2=O)cc1	-0.7	.	34	1.5	0.8	1	-0.5	4	-0.3
CCN(Cc1ccccc1)C(=O)C1CCC(CNc2c(N3CCOCC3)c(=O)c2=O)CC1 (configuration not stated)	1.1	-2.0	-3	0.1	1.2	-3	-1.1	-1	-0.3
COc1ccccc1-c1noc(CCC(=O)Nc2ccccc2Cl)n1	1.1	-1.7	-6	1.5	0.7	-1	-0.1	1	i
Cc1noc(C)c1C(=O)OC(C)C(=O)Nc1ccc(S(=O)(=O)NC(C)C)cc1 (configuration not stated)	-1.2	-1.8	-7	.	0.4	0	-0.6	1	i
Cc1ccc(S(=O)(=O)N2C[C@H]3C(=O)C[C@@H](c4ccccc4)N(S(=O)(=O)c4ccc(C)cc4)[C@H]3C[C@H]2c2cccc(Cl)c2)cc1	-2.4	-0.2	-1	-0.9	.	1	.	9	0.7
CCOC(=O)c1c(-c2ccc(OC)cc2)csc1/N=C/C1C(=O)CCCC1=O	.	-1.2	3	-0.1	-1.8	5	1.0	10	-0.5
O=NN(CCCl)C(=O)NCCCl	2.5	-0.2	2	1.1	2.8	1	-1.6	4	0.4
O=C(CN1C(=O)/C(=C2\SC(=S)N(CCS(=O)(=O)O)C2=O)c2ccccc21)Nc1cccc(Br)c1	0.0	-0.8	-6	2.2	3.5	-7	0.8	4	-0.7
CCOC(=O)c1cc(NC(=O)C2C3C=CC(O3)C2C(=O)O)cc(C(=O)OCC)c1 (configuration not stated)	0.9	-0.4	2	-1.4	-0.3	16	0.3	9	-0.9
CCCS(=O)(=O)NC(=O)C1(C)CCCN(C(=O)c2cc(OC)c(OC)c(OC)c2)C1 (configuration not stated)	-1.0	-2.8	-6	1.1	.	-2	.	-12	i
OCCN(Cc1ccccc1)C(=S)Nc1ccc(F)cc1	.	-3.8	2	1.6	0.0	5	-0.3	-2	0.3
CNc1c(NS(=O)(=O)c2ccc(C3CCCCC3)cc2)c(=O)oc2ccccc12	-1.0	0.0	-11	0.2	4.9	6	1.6	2	-1.5
COc1cccc(NC(=O)CNC(=O)c2ccc([N+](=O)[O-])cc2)c1	.	1.4	5	1.6	-0.7	5	-0.8	-21	0.2
O=C(Nc1c2c(nn1-c1ccc([N+](=O)[O-])cc1)CS(=O)(=O)C2)c1ccccc1F	-1.0	-4.0	5	0.7	-0.8	-5	-0.9	15	-0.4
CNC(=S)N/N=C/c1ccc(OCC(=O)Nc2c(C)cc(C)cc2C)c(OC)c1	.	0.3	21	.	1.1	5	0.9	25	-0.3
CC(C(=O)NCc1cccs1)N1C(=O)c2ccccc2C1=O (configuration not stated)	-0.3	-2.9	-3	0.3	0.7	0	0.9	-8	.
Cc1ccc(CSc2nc3c(c(=O)[nH]c(=O)n3C)n2CCC(C)C)cc1	2.2	-1.0	45	1.3	0.1	5	-0.6	-9	0.0
O=C(C/C=N\OCc1ccc([N+](=O)[O-])cc1)Nc1ccc(F)cc1F	.	-4.2	14	2.2	0.3	-5	0.4	2	i
COc1ccc(CCNC(=O)CSc2nc(O)c(CC(C)C)c(=O)[nH]2)cc1OC	-0.8	-3.0	-13	.	0.2	-7	-1.1	-1	0.5
COc1ccc(/C=N/NC(N)=S)cc1OC(=O)c1cccc2ccccc12	-0.1	-0.3	6	.	-0.5	1	8.8	34*	-1.6
O=C(c1ccccc1F)c1cn(CC(=O)N2CCCCC2)c2ccccc12	2.4	-4.2	7	.	0.5	0	-0.4	1	-0.3
COc1ccc2c(c1)C(c1ccccc1)=NNC(c1ccco1)=N2	.	-1.4	5	0.1	0.9	4	-1.6	15	i
Cc1ccc(NC(=O)C2CCCN(S(=O)(=O)c3cccs3)C2)cc1 (configuration not stated)	3.1	-3.0	-1	.	-2.9	0	1.4	6	-0.5
COC(=O)c1ccccc1S(=O)(=O)N(CCCN1CCOCC1)Cc1cccs1	1.1	0.0	5	.	-1.0	2	0.4	-1	.
COc1ccc(C(CNC(=O)c2cccc(Br)c2)N2CCCC2)cc1 (configuration not stated)	5.9	-2.3	5	.	-0.9	1	0.0	7	i
COC(=O)c1ccc(-c2noc(CN3CCCC(CNC(C)=O)C3)n2)cc1 (configuration not stated)	2.1	-0.3	-1	-1.0	-0.9	1	-0.7	7	-0.3

3 entries from above, field by field:
> COc1ccc(/C=N/NC(N)=S)cc1OC(=O)c1cccc2ccccc12
  Mtb BioA inh: -0.1
  FadD28 binding: -0.3
  Y pestis TopoI: 6
  TcdB GH inh: .
  Mtb UGM inh: -0.5
  Mtb FBA inh: 1
  PfHsp40 rescue: 8.8
  GDH-TPI inh: 34*
  BH1578 lux ind: -1.6

> O=C(c1ccccc1F)c1cn(CC(=O)N2CCCCC2)c2ccccc12
  Mtb BioA inh: 2.4
  FadD28 binding: -4.2
  Y pestis TopoI: 7
  TcdB GH inh: .
  Mtb UGM inh: 0.5
  Mtb FBA inh: 0
  PfHsp40 rescue: -0.4
  GDH-TPI inh: 1
  BH1578 lux ind: -0.3

> COc1ccc2c(c1)C(c1ccccc1)=NNC(c1ccco1)=N2
  Mtb BioA inh: .
  FadD28 binding: -1.4
  Y pestis TopoI: 5
  TcdB GH inh: 0.1
  Mtb UGM inh: 0.9
  Mtb FBA inh: 4
  PfHsp40 rescue: -1.6
  GDH-TPI inh: 15
  BH1578 lux ind: i

Remaining list, next part.
SMILES	Mtb BioA inh	FadD28 binding	Y pestis TopoI	TcdB GH inh	Mtb UGM inh	Mtb FBA inh	PfHsp40 rescue	GDH-TPI inh	BH1578 lux ind
Cc1cccc(OCc2nnc(SCC(=O)NCc3ccc4c(c3)OCO4)o2)c1	-0.2	1.3	19	0.6	.	-2	.	2	0.3
Cc1cnc(C(=O)OCC(=O)Nc2cc(Cl)ccc2C#N)cn1	2.1	-1.6	4	2.0	0.3	-1	-0.4	5	i
CC(C)C[C@H](NC(=O)OC(C)(C)C)C(=O)N1CCC(C(=O)N[C@@H](Cc2c[nH]c3ccccc23)C(=O)O)CC1	0.8	-1.8	4	-0.1	-0.8	1	-0.6	-8	1.1
Cc1cccc(C)c1NC(=S)N(CCCN1CCCCC1)Cc1ccco1	0.8	-0.9	14	-0.2	-1.9	2	0.3	-2	-0.2
C=CCNC(=O)c1ccccc1S(=O)c1ccccc1C#N (configuration not stated)	1.2	-2.3	-3	.	-0.1	2	-1.5	2	-3.4
Cc1ccc(-n2nc(C)c3c(C)c(CCC(=O)O)c(C)nc32)cc1C	3.1	-2.6	-7	-1.2	-0.1	40*	0.1	2	0.7
Nc1nc2c(ncn2[C@@H]2O[C@H](CNCc3cnc(N4CCOCC4)s3)[C@@H](O)[C@H]2O)c(=O)[nH]1	-0.5	-1.0	.	-1.2	.	2	.	.	.
O=C(O)c1ccc(N=Nc2c(-c3ccccc3)[nH]oc2=O)cc1	-0.6	-2.1	-4	-1.3	2.2	0	7.1	7	-0.3
